LDHA inh: inhibitors of human lactate dehydrogenase A; activity change, % (values are at about 110 or 230 µM); purified LDHA, NADH/diaphorase-resazurin fluorescence; active compounds read low; P00338; AID 1347041; 480,000 tested, 0.15% active; in the data active = activity change below about -30%; inconclusive = mostly about -25% to -30%;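 note: plate controls were DMSO wells for no effect and wells without enzyme for full effect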
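Remaining NADH was detected by diaphorase (0.133 mg/mL) converting 37 µM resazurin to fluorescent resorufin, read at 0 and 20 minutes. The preceding 5-minute room-temperature reaction used 2 nM LDHA, 0.2 mM sodium pyruvate and 0.06 mM NADH at pH 7.4.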
Active calls of the source: *; ? = inconclusive. A portion of the library; the hit share may differ from the screen's.

SMILES | LDHA inh
COCCCNC(=O)c1cc2cc(Cl)ccc2nc1C | -6.7
CC(=O)c1c[nH]c(C(=O)NCC(=O)Nc2cccc3c(=O)[nH][nH]c(=O)c23)c1 | -4.5
Cc1ccc(CNC(=O)c2nc(-c3nn(-c4ccc(F)cc4)c(=O)n(C)c3=O)no2)o1 | -6.5
Cc1ccc(S(=O)(=O)Nc2ccccc2[N+](=O)[O-])cc1 | 0.0
CC(=O)c1ccc(NC(=O)C(C)Nc2ccc3oc(C)nc3c2)cc1 (stereo not drawn) | 85.6
COc1ccc(-c2nc3cc(NC(=O)CC(C)C)ccc3o2)cc1OC | 5.9
CCCCn1c(=O)[nH]c(=O)c2c1nc(CCc1ccccc1)c(=O)n2CCCC | -0.3
CNC(=O)NC(=O)CNc1ccccc1N(C)Cc1ccccc1 | 8.8
COc1ccccc1CNC(=O)c1cc(C)nc2ccc(C)cc12 | 3.5
COc1cc(OC)c(C(=O)NCc2coc(-c3cccs3)n2)cc1OC | 1.7
Cc1ccccc1C(C)Nc1ccc([N+](=O)[O-])cc1C#N (stereo not drawn) | 10.9
O=C(NCCc1cccc(F)c1)c1cccnc1 | 1.1
CN(Cc1ccccc1F)C(=O)COC(=O)CCN=C1NS(=O)(=O)c2ccccc21 | 29.5
O=C(COc1cccc(-c2noc(-c3ccccc3F)n2)c1)N1CCCC1 | -10.0
COc1ccc2c(C)c(CC(=O)N3CCCC3)c(=O)oc2c1C | 1.0
Cc1nn(-c2nc3c(c(=O)[nH]c(=O)n3C)n2C/C=C/c2ccccc2)c(C)c1C | -8.1
O=C(Nc1ccc2c(c1)OCO2)C1CCN(C(=O)c2oc3ccccc3c2COc2ccccc2)CC1 | 0.0
O=C(NCC(c1ccco1)N1CCOCC1)c1sc2ccccc2c1Cl (stereo not drawn) | 0.2
CCC(C)NC(=O)COc1ncnc2ccccc12 (stereo not drawn) | 1.6
O=C(COC(=O)c1c[nH]c2ccccc12)NC1CC1 | -15.5
C#CCOc1ccc(C(=O)Nc2ccc3ccccc3c2)cc1 | 9.1
Cn1nc(C(=O)NCc2ccccc2Cl)c2ccccc2c1=O | -2.7
Cc1cc2ccccc2n1CC(=O)N1CCN(CC(=O)NC2CC2)CC1 | -5.6
CN(C)S(=O)(=O)N(CC(=O)Nc1ccc(Cl)cc1)c1ccccc1 | 1.0
O=Cc1cc(Cl)c(O)c(Cl)c1 | 23.4
Further entries
SMILES | LDHA inh
CCN1CCCC1CNC(=O)c1nc(-c2ccc3[nH]ccc3c2)no1 (stereo not drawn) | 9.9
COC(=O)CCCn1cc(CN(C)C2CN(Cc3cn(CCCC(=O)OC)nn3)S(=O)(=O)C2)nn1 (stereo not drawn) | -1.9
NC(Cc1ccccc1)c1nnc(SCc2ccccc2)o1 (stereo not drawn) | 0.4
Cc1ccc(NC(=O)CSc2nc3ccncc3[nH]2)cc1F | -10.0
CCOc1cc(/C=C/C(=O)c2ccc(C)cc2)cc(Cl)c1O | 12.1
COc1cc(-c2nnc(CSc3nc(C4CC4)n(-c4ccccc4)n3)o2)cc(OC)c1OC | -2.7
Cc1ccc(NC(=O)C2=C(N3CCOCC3)c3ccccc3S2(=O)=O)cc1 | 1.3
CCOCCCNC(=S)NCc1cccc(COCc2ccccc2)c1 | 2.9
O=C1CC(c2nc3ccccc3n2CCN2CCOCC2)CN1c1ccccc1 (stereo not drawn) | -12.3
COc1cccc(C(=O)NCCCNC(=O)c2nc3ccccc3c(=O)[nH]2)c1 | 3.3
O=S1(=O)N[C@@H](Cc2ccccc2)COc2cccc(N3CCSCC3)c21 | 1.3
CC(C)[C@@H]1CC2=C(C(=O)OC(C)(C)O2)[C@H](CCc2ccccc2)O1 | 4.5
Clc1ccc2c(Cl)c3c(nc2c1)CCCC3 | 0.5
Cc1cccc(C)c1NC(=O)C(c1ccc(C#N)cc1)n1c(=O)c(-c2ccccc2)nc2ccccc21 (stereo not drawn) | 3.0
Cc1cccc(C(=O)Nc2cnc3ccccc3c2)c1C | -7.8
Cc1ccc(NC(=O)c2oc3ccccc3c2NC(=O)c2nn(-c3cccc(C)c3)ccc2=O)cc1 | 7.1
O=C(N/N=C/c1cc(-c2ccccc2)sc1Cl)c1ccccc1 | 5.0
COc1cc(/C=N/O)c(Br)cc1OCc1ccccc1Cl | 1.1
Cc1cc(C(=O)OCC(=O)NC2CCCCCCC2)c2ccccc2n1 | -5.7
COc1cc(OC)cc(C(=O)N2CCC(C(=O)O)CC2)c1 | -4.7
CCC1(C)Cc2c(sc3nnn(CC(=O)Nc4cccc(Cl)c4)c(=O)c23)CO1 (stereo not drawn) | 1.4
COC(=O)c1ccc2nc(-c3ccccc3)c(Cc3cccc(F)c3)n2c1 | 1.7
CC(C)(C)c1ccc(OCCC(=O)Nc2ccc(N3CCOCC3)cc2)cc1 | -11.0
CN(C(=O)c1ccc(NC(=O)C2CCCCC2)cc1)c1ccccc1 | 7.2
O=C(NC1CCCC1)C1CC(c2ccccc2F)=NO1 (stereo not drawn) | -1.5
Going on with the list.
SMILES | LDHA inh
Cc1ccc(NC(=O)[C@H](C)NC(N)=O)cc1Cl | 10.7
Cc1ccc(Nc2nnc(SCC(=O)c3ccc(Cl)s3)s2)cc1C | 12.6
COc1ccc(Nc2nc3ccccc3nc2NS(=O)(=O)c2ccc(C)c(C)c2)cc1OC | 6.8
NC(=O)c1ccc(CN(C(=O)/C=C/c2cccs2)C2CC2)cc1 | -3.2
CC(C)CNC(=O)CCNC(=O)c1ccccc1 | 3.3
Cc1cc(C(=O)OCC(=O)c2ccc3ccccc3c2)c2ccccc2n1 | 1.0
Cc1ccc(/C=C(/C#N)S(C)(=O)=O)c(C)c1 | 6.0
N#Cc1cc(C(=O)c2cc(F)ccc2O)cn(-c2ccccc2C(=O)O)c1=O | 2.0
Cc1onc(-c2c(F)cccc2Cl)c1C(=O)Nc1nnc(C(C)C)s1 | -3.1
Cc1oc(-c2nc(C#N)c(NCc3cccnc3)o2)cc1S(=O)(=O)N1CCCCC1 | -5.3
O=S1(=O)N[C@@H](Cc2ccccc2)COc2cc(N3CCSCC3)ccc21 | -3.0
CC(C)(C)C(NCC(=O)NC(C)(C#N)C1CC1)c1cccs1 (stereo not drawn) | 0.3
O=C(Cn1c(=O)cc(C(=O)N2CCCC2)c2ccccc21)Nc1ccccc1F | -14.0
CCN(CC)c1ccc(-c2nnc(SCCS(=O)(=O)c3ccccc3)o2)cc1 | -9.2
COc1cc(C(=O)Nc2cccc(-c3nncn3C)c2)cc(OC)c1C | 8.2
Cc1ccc(C(=O)NC2CCN(CCOC(C)C)CC2)s1 | -2.7
CN1CCN(C(=O)c2cc3cc(Cl)cc(Cl)c3oc2=O)CC1 | -1.5
Cc1[nH]c2ccccc2c1C(=O)COC(=O)Cc1c[nH]c2ccccc12 | 3.2
CN(Cc1ccsc1)C(=O)CSCc1cccs1 | -2.8
O=C(NC1(C(F)(F)F)C(=O)Nc2c1c(=O)[nH]c(=O)n2Cc1ccco1)c1cccnc1 (stereo not drawn) | 4.2
Cc1ccc(-c2cc(C(=O)Nc3ncccc3C)c3ccccc3n2)s1 | 1.6
Oc1ccccc1-c1nc2ccccc2s1 | 0.0
O=[N+]([O-])c1cccc2nc(/C=C/c3cccc(F)c3)ccc12 | -0.1
Cc1cc(O)c2c(C)c(CC(=O)NC3CCCCCC3)c(=O)oc2c1 | -18.8
CN(C)/C=C\C(=O)c1cccc([N+](=O)[O-])c1 | 13.1
More structures:
SMILES | LDHA inh
O=C(NC1CCCC1)C1C(c2ccccc2)=Nc2ccccc2N1C(=O)c1cc(Cl)cc(Cl)c1 (stereo not drawn) | -6.8
CCCn1ccnc1SCC(=O)Nc1sc2c(c1C#N)CCCC2 | 10.4
COc1ccc(CC(=O)NCc2nnc3ccccn23)cc1OC | 3.8
CCOCCOC(=O)C(C)Oc1ccc2c(=O)c(Oc3cc(C)cc(C)c3)c(C(F)(F)F)oc2c1 (stereo not drawn) | 9.2
C/C=C/Cn1c(SCCC)nc2c1c(=O)[nH]c(=O)n2C | -16.1
CC1Cc2cc(C(=O)Nc3cccc(-c4nnc5n4CCCCC5)c3)ccc2N1S(C)(=O)=O (stereo not drawn) | 7.2
COc1cc(C#N)ccc1OC(=O)c1oc2ccccc2c1C | 9.9
O=C(NCc1ccc(CN2CCCCC2)cc1)c1cc2ccccc2oc1=O | 4.3
Cc1ccc(-c2noc(Cn3cnc(C#N)n3)n2)cc1F | 9.2
Cc1cnc(NC(=O)[C@@H](NC(=O)c2ccccc2F)C(C)C)s1 | 3.4
O=C(Nc1cccc(Cl)c1)C1CCN(c2ncnc3nc[nH]c23)CC1 | -2.2
COCCNC(=O)NC(=O)CN(CC(C)C)C1CC1 | 8.5
COc1ccc(CCNC(=O)C(C)n2nc(C)c3c(C)n(-c4ccccc4)nc3c2=O)cc1OC (stereo not drawn) | -6.8
CC1(C)Cc2ccccc2-c2nnc(-c3cccs3)n21 | 0.4
CC(C)CNc1nc(-c2ccc3c(c2)CCC(=O)N3)cs1 | 10.5
Cc1cccc(C(=O)NCc2nnc(SCC(=O)NC(C)(C)C)n2-c2ccccc2)c1 | 8.1
O=C(COc1c(Cl)cccc1Cl)Nc1cccc2cccnc12 | -21.1
CCOC(=O)c1sc(Nc2ccccc2C)nc1C | 0.6
CCC1c2ccsc2CCN1C(=O)C1CCN(S(=O)(=O)c2ccc(C#N)cc2)CC1 (stereo not drawn) | 5.5
Cc1cc(C(=O)NC(C)c2ccccc2Br)c(C)[nH]1 (stereo not drawn) | -2.4
COC(=O)[C@@]1(Cc2ccc(OC)cc2)[C@H]2c3cc(C(=O)N4CCCC4)n(Cc4ccccc4)c3C[C@H]2CN1C(=O)c1ccccc1 | 3.7
Cn1c(=O)ccn(CC(=O)Nc2nc(C(C)(C)C)cs2)c1=O | 4.0
CCc1cccc(Nc2ccc3cc(S(=O)(=O)N4CCCC4)ccc3n2)c1 | -0.3
Cc1ccc(N(C(=O)C2C3CC4CC(C3)CC2C4)C2C=CS(=O)(=O)C2)cc1 (stereo not drawn) | 1.3
COC(=O)Cn1c(Nc2cccc(C)c2)nc2c1c(=O)n(C)c(=O)n2C | -6.9

Laid out differently: results already given
LDHA inh	SMILES
4.0	Cn1c(=O)ccn(CC(=O)Nc2nc(C(C)(C)C)cs2)c1=O
3.3	CC(C)CNC(=O)CCNC(=O)c1ccccc1
-2.4	Cc1cc(C(=O)NC(C)c2ccccc2Br)c(C)[nH]1 (stereo not drawn)
-4.7	COc1cc(OC)cc(C(=O)N2CCC(C(=O)O)CC2)c1
0.4	NC(Cc1ccccc1)c1nnc(SCc2ccccc2)o1 (stereo not drawn)
5.0	O=C(N/N=C/c1cc(-c2ccccc2)sc1Cl)c1ccccc1
-10.0	Cc1ccc(NC(=O)CSc2nc3ccncc3[nH]2)cc1F

Later entries.
SMILES | LDHA inh
O=C(/C=C/c1ccccc1)N1CCC(c2nc3ccccc3o2)CC1 | 1.6
O=C(Cn1nnnc1-c1ccc(Br)cc1)N1CCOCC1 | -5.3
CCNCc1ccc(OCCO)c(OC)c1 | -6.9
COC(=O)c1ccc(-c2ccc(C(=O)O)cc2)cc1 | -5.1
COC(=O)[C@]12CCCCC=C1N(Cc1ccc3c(c1)OCO3)C(=O)[C@H](CC(=O)NCc1cccs1)C2 | -2.6
O=Cc1c(-c2ccc(Cl)cc2)[nH]c2ccc(Br)cc12 | 1.0
CC(C)N1CCc2c(sc(NC(=O)C(F)(F)F)c2-c2nc3ccccc3s2)C1 | 24.8
O=C(NCc1ccccc1)NCC1(c2ccccc2)CC1 | 5.6
N#Cc1cccc(S(=O)(=O)Nc2c(NC3CCCC3)c3ccccc3oc2=O)c1 | -12.6
C=C(C)Cn1c(SCCCCC)nc2c1c(=O)n(C)c(=O)n2C | 0.2
Cc1nn(-c2nc3c(c(=O)[nH]c(=O)n3C)n2CCCc2ccccc2)c(C)c1C | 4.5
O=C(CCN1C(=O)NC2(CCCCC2)C1=O)Nc1cnc2ccccc2c1 | -2.8
CCc1nnsc1C(=O)NCC1(c2ccc(F)cc2)CC1 | 5.9
Cc1ccc(C)c(/C=N/Nc2cc(C(F)(F)F)ccc2Cl)c1 | 5.1
O=[N+]([O-])c1cc(C(F)(F)F)ccc1NC(c1ccccc1)c1ccccn1 (stereo not drawn) | 5.4
O=C(CSc1nnc(Cc2ccccc2)o1)Nc1ccc(Br)c(Cl)c1 | -2.5
CC(CSc1ncccn1)Cn1c(Br)nc2c1c(=O)[nH]c(=O)n2C (stereo not drawn) | -13.2
CC(C)NC(=O)CN(C)c1nc(-c2ccncc2)nc2ccccc12 | 0.7
Cc1cccc(NC(=O)CCCc2nc3ccccc3o2)c1 | 10.5
COc1ccc(Br)cc1COC(=O)COc1ccc(C(C)=O)cc1 | 3.8
N#Cc1ccc(-c2csc(-c3ccncc3)n2)cc1 | 3.7
CC(=O)Nc1sc2c(c1-c1ccco1)CCNC2 | 6.3
Cc1ccc(C(=O)NC2CCCc3ccccc32)s1 (stereo not drawn) | 6.1
CCCCNC(=O)COc1c(Cl)cc(Cl)c2ccc(C)nc12 | 21.6
COc1ccc(Nc2nc(N)c(C(=O)c3ccc(C)cc3C)s2)cc1Cl | -0.5
Continued.
SMILES | LDHA inh
O=C(CSc1nc2ccc(NC(=O)c3ccc(F)cc3)cc2s1)NC1CCCCC1 | -7.5
COC(=O)CNC(=O)C(C)(C)c1ccccc1 | -21.6
O=S(=O)(Cc1cccc(F)c1)Cc1csc(-c2ccccc2)n1 | -0.6
O=C(O)c1cc(Cl)c(Br)c(Cl)c1 | 1.3
Cc1ccccc1-n1c(SCCOc2ccccc2Cl)nnc1-c1ccc(C(C)(C)C)cc1 | 0.9
CC(=O)c1c(C)[nH]c(C(=O)OCC(=O)Nc2ccc(Br)c(C)c2)c1C | 0.4
N#Cc1ncn(Cc2nnc(-c3ccccc3)o2)n1 | ?

A different layout for 2 compounds above.
O=C(O)c1cc(Cl)c(Br)c(Cl)c1
  LDHA inh = 1.3

Cc1ccccc1-n1c(SCCOc2ccccc2Cl)nnc1-c1ccc(C(C)(C)C)cc1
  LDHA inh = 0.9

Screening results as filed in PubChem BioAssay.
